POLH inh: inhibitors of human DNA polymerase eta | Q9Y253 | hit rate 1.2% among 390,000 | recombinant Pol eta, fluorescent DNA replication assay | Potency, µM (titrated, usually from 114 µM), for inactives: top-dose activity change, negative = inhibition, usual class: inhibitors
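Pol eta (10 nM) was preincubated with compounds for 15 min at room temperature, after which fluorescent replication substrate (50 nM final) was added to start the reaction. Fluorescence was read kinetically at 0 and 10 min.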
APE1 inh: blocks human APE1 abasic DNA cleavage | AID 2517 | Potency, µM (doses to about 65.8 µM), for the others: top-dose activity change, negative = inhibition, usual class: inhibitors | recombinant APE1, TAMRA/BHQ-2 abasic DNA cleavage fluorescence | hit rate 0.35% among 350,000 | P27695;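 note: plate controls were vehicle for no effect and reference inhibitor for full effect; nearly all actives have a fitted effect of over 55% in size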
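Endonuclease cleavage of a quenched abasic-site DNA duplex (50 nM) by APE1 (0.75 nM) was tracked by TAMRA dequenching. Compounds were preincubated with enzyme 15 min at room temperature; data normalized to buffer-only and DMSO wells plus NSC13755 control.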
Pol kappa inh: inhibitors of human DNA polymerase kappa | AID 588579 | hit rate 0.53% among 400,000 | Potency, µM (top dose mostly 107 µM), without a hit: at the top dose activity, negative = inhibition, usual class: inhibitors | purified Pol kappa, fluorescent DNA synthesis assay, 10 min | Q9UBT6
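Activity was followed as the change in fluorescence between reads at 0 and 10 min after starting the reaction with 50 nM substrate. Beforehand, 10 nM polymerase had been preincubated with compound for 15 min at room temperature.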
Apoferritin bind: candidate novel general anesthetic via apoferritin binding | P02791 | apoferritin/1-aminoanthracene competitive binding, fluorescence | Potency, µM (series often up to 77.5 µM), for the others: at the top dose activity change, negative = displacement, actives largely listed as inhibitors | hit rate 0.074% among 350,000 | AID 485281; note: nearly all actives have a fitted effect of over 20% in size
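Horse-spleen apoferritin (10 uM) was mixed with 50% saturated 1-aminoanthracene in PBS, exposed to compounds for 10 min at room temperature, and read for fluorescence (ex 380 nm, em 535 nm). Competitive displacement was fitted with a four-parameter Hill equation.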
BLM helicase inh: inhibitors of human Bloom syndrome helicase BLM. P54132. recombinant BLM DNA unwinding, fluorescence dequenching. Potency, µM (doses to about 56.1 µM), inactives show at the top dose activity change, negative = inhibition, usual class: inhibitors. hit rate 0.2% among 350,000. AID 2528;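 note: plate controls were vehicle for no effect and no enzyme for full effect; nearly all actives have a fitted effect of over 35% in size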
Target sequence (P54132 whole entry, looked up): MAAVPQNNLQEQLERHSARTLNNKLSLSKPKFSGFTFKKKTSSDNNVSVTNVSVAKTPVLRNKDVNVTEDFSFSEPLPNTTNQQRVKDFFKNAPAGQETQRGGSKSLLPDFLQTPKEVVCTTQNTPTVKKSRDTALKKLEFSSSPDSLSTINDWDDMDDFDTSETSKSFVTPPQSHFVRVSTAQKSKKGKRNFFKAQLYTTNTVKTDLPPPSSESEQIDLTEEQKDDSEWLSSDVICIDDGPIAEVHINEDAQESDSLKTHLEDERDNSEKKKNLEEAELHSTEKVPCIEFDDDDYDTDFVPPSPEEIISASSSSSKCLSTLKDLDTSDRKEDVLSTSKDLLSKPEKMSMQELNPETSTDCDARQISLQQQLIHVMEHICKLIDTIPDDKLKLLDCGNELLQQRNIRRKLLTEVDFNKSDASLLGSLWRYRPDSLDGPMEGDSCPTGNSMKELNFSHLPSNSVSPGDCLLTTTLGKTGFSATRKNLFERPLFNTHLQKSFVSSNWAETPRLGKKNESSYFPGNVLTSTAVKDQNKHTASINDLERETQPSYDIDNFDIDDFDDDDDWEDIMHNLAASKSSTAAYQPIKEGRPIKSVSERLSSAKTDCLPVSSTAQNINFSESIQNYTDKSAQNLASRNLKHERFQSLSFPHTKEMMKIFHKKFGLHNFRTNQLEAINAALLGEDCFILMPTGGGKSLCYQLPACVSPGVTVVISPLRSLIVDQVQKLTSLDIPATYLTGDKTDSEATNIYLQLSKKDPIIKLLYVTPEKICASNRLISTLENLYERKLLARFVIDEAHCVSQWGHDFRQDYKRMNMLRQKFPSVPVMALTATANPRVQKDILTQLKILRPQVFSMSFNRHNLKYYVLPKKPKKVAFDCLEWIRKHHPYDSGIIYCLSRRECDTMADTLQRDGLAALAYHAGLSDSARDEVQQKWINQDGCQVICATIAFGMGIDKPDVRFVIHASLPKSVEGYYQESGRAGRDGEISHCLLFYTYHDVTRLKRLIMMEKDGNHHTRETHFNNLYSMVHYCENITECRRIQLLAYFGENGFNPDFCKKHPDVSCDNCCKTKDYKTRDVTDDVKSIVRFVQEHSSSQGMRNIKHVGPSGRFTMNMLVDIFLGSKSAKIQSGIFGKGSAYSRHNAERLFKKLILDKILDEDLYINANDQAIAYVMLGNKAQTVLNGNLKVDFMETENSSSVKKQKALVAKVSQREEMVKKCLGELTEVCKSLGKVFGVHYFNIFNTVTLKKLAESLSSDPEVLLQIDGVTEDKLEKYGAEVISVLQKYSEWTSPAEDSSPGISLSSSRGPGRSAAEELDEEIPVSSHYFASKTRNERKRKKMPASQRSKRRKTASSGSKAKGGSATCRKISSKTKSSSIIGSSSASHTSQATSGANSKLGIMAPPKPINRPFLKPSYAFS
Starred values were filed as active, the others as inactive; ? = inconclusive; . = no result given; & = joins results of further samples; [ ] = another dose, or the depositor's remark. Calls come from the whole dose curve; as a rule, active = well fitted curve in the direction sought with a large enough effect; inconclusive = small, poorly fitted or top-dose-only effect, or another doubt; inactive = no such curve, though single readings can be large; an effect the other way counts as inactive or inconclusive. Unless noted, % is set by controls: 0 for no effect and ±100 for the full control effect; potency is the fitted concentration of half-maximal effect.

1	COC(=O)C/C=C\[C@@H](C)[C@@H](/C=N\O[C@@H](C)c1cn([C@H]2COC[C@H]2O)nn1)OC
2	COc1cccc(C2=Nn3c(nnc3-c3ccc(OC)cc3OC)SC2)c1
3	CCCn1c(-c2ccc(F)cc2)nc2c(NCCCN3CCOCC3)nc(C)nc21
4	CCN1C(=O)[C@H]2[C@H]3[C@H](O)[C@H](O)C/C(=N/NC(=O)OCc4ccc(OC)cc4)[C@@H]3CC[C@@H]2C1=O
5	CCCn1c(C)nc2c(NC3CCN(Cc4ccccc4)CC3)nc(C)nc21
6	CC(C)CO/N=C1/C[C@@H](O)[C@@H](O)[C@@H]2[C@H]3C(=O)N(c4ccc(F)cc4F)C(=O)[C@@H]3CC[C@@H]12
7	COC1CCC(C(=O)c2ccc3nc4c(cc3c2)CCCO4)CC1 (stereo unspecified)
8	COC(=O)[C@@]1(Cc2ccc(F)cc2)[C@H]2c3cc(C(=O)N(C)C)n(Cc4cc(C)n(C)n4)c3C[C@H]2CN1C(=O)c1ccccc1
9	O=C(N/N=C1/C[C@@H](O)[C@@H](O)[C@@H]2[C@@H]3C(=O)N(Cc4ccccc4)C(=O)[C@H]3CC[C@@H]12)OCc1ccccc1
10	COc1ccc(OC2C=CC(C#Cc3ccc(C(C)(C)C)cc3)OC2CO)cc1 (stereo unspecified)
assay / entry | 1 | 2 | 3 | 4 | 5 | 6 | 7 | 8 | 9 | 10
Apoferritin bind | 4%[15.3 µM] | ? | -10% | -1%[15.3 µM] | -11% | -13%[15.3 µM] | 4% | -1% | 8%[15.3 µM] | -21%[15.3 µM]
POLH inh | . | . | . | . | . | . | . | . | . | .
BLM helicase inh | 1%[12.4 µM] | -12% | 4% | 2%[12.4 µM] | 1% | 3%[12.4 µM] | 1% | -4% | 4%[12.4 µM] | -15%[12.4 µM]
APE1 inh | -7%[12.4 µM] | 1% | 15% | 28%[12.4 µM] | 0% | ? | -5% | -7% | 27%[12.4 µM] | 3%[12.4 µM]
Pol kappa inh | . | . | . | . | . | . | . | . | . | .

11	CCOC(=O)CCN1C(=O)[C@H]2[C@H]3[C@H](O)[C@H](O)C/C(=N/OCc4ccccc4)[C@@H]3CC[C@@H]2C1=O
12	Cc1cc(C)cc(/C=C/C2OCC(O)C2Oc2ccc(C3CCCC3)cc2)c1 (stereo unspecified)
13	CC(=O)OC[C@@H]1O[C@@H](O/N=C2/C[C@@H](O)[C@@H](O)[C@@H]3[C@@H]4C(=O)N([C@@H](C)c5ccccc5)C(=O)[C@H]4CC[C@H]23)[C@H](OC(C)=O)[C@H](OC(C)=O)[C@@H]1OC(C)=O
14	O=C(O)c1c(Sc2ccccc2)c2cc(Cl)ccc2n1Cc1ccc(Cl)cc1
15	C[C@@H](c1ccccc1)N1C(=O)[C@H]2[C@H]3[C@H](O)[C@H](O)C/C(=N/OC[C@@H](O)COCc4ccco4)[C@@H]3CC[C@@H]2C1=O
16	CC(C)(CO)C(O)C(=O)NCCCC(=O)O (stereo unspecified)
17	O=C(O)c1ccc(S(=O)(=O)NN=Cc2c[nH]c3ccccc23)cc1
18	O=C(CCC1CCCN(C(=O)c2cc(F)ccc2F)C1)N1CCN(c2ccccn2)CC1 (stereo unspecified)
19	O=C(COC(=O)C1CC1)Nc1cccc(Cl)c1
20	O=C(Nc1ccc(Cl)cn1)c1cccc(S(=O)(=O)N2CCCCCC2)c1
assay / entry | 11 | 12 | 13 | 14 | 15 | 16 | 17 | 18 | 19 | 20
Apoferritin bind | -3%[15.3 µM] | -7%&-3%[15.3 µM] | 0%[15.3 µM] | -16% | 3%[15.3 µM] | . | . | . | . | .
POLH inh | . | . | . | . | . | . | -3% | -1% | -3% | -11%
BLM helicase inh | 2%[12.4 µM] | -1%&-3%[12.4 µM] | 3%[12.4 µM] | ? | -4%[12.4 µM] | . | . | . | . | .
APE1 inh | ? | 1%&5%[12.4 µM] | 14%[12.4 µM] | ? | ? | . | . | . | . | .
Pol kappa inh | . | . | . | . | . | 2%[19.4 µM] | . | . | . | .

21	Cc1cc(=O)c(C(=O)Nc2cccc(C(=O)NC3CC3)c2)nn1-c1ccccc1
22	CC1C(=O)N(Cc2cn(CCC3OCCCO3)nn2)CCS(=O)(=O)N1Cc1ccc(-c2ccncc2)cc1 (stereo unspecified)
23	CC(C)NC(=O)N(C)C[C@H]1OCCCC[C@H](C)Oc2ccc(NS(=O)(=O)c3ccccc3)cc2C(=O)N([C@H](C)CO)C[C@H]1C
24	O=C(NCCc1ccccc1F)c1cc(COc2ccc(F)cc2F)on1
25	O=C(NNC(=O)C(c1ccccc1)c1ccccc1)c1ccccc1O
26	CCOC(=O)C1=C(COC(=O)CNS(=O)(=O)c2ccc(C)c(C)c2)NC(=O)NC1C (stereo unspecified)
27	CCOC(=O)C1CCCN(C(=O)c2cccc(S(=O)(=O)NCc3ccccc3)c2)C1 (stereo unspecified)
28	C[C@@H](O)CNC(=O)c1[nH]cnc1C(=O)Nc1ccc(CNC(=O)OC(C)(C)C)cc1
29	CCOc1ccc(NC(=O)CN(C)C(=O)c2cc3c(s2)CCC3)cc1OCC
30	CC(C)(C)OC(=O)N1CCc2onc(-c3ccccc3F)c2C1=O
assay / entry | 21 | 22 | 23 | 24 | 25 | 26 | 27 | 28 | 29 | 30
Apoferritin bind | . | . | . | . | . | . | . | . | . | .
POLH inh | -14% | -9% | -6% | -22% | -2% | -7% | -7% | -14% | 3.5µM* | -3%
BLM helicase inh | . | . | . | . | . | . | . | . | . | .
APE1 inh | . | . | . | . | . | . | . | . | . | .
Pol kappa inh | . | . | . | . | . | . | . | . | . | .

Part of the list above in order of formula weight, low to high:
21	Cc1cc(=O)c(C(=O)Nc2cccc(C(=O)NC3CC3)c2)nn1-c1ccccc1
29	CCOc1ccc(NC(=O)CN(C)C(=O)c2cc3c(s2)CCC3)cc1OCC
28	C[C@@H](O)CNC(=O)c1[nH]cnc1C(=O)Nc1ccc(CNC(=O)OC(C)(C)C)cc1
27	CCOC(=O)C1CCCN(C(=O)c2cccc(S(=O)(=O)NCc3ccccc3)c2)C1 (stereo unspecified)
22	CC1C(=O)N(Cc2cn(CCC3OCCCO3)nn2)CCS(=O)(=O)N1Cc1ccc(-c2ccncc2)cc1 (stereo unspecified)
assay / entry | 21 | 29 | 28 | 27 | 22
Apoferritin bind | . | . | . | . | .
POLH inh | -14% | 3.5µM* | -14% | -7% | -9%
BLM helicase inh | . | . | . | . | .
APE1 inh | . | . | . | . | .
Pol kappa inh | . | . | . | . | .

The main list resumes, starting 3 compounds before the break.
28	C[C@@H](O)CNC(=O)c1[nH]cnc1C(=O)Nc1ccc(CNC(=O)OC(C)(C)C)cc1
29	CCOc1ccc(NC(=O)CN(C)C(=O)c2cc3c(s2)CCC3)cc1OCC
30	CC(C)(C)OC(=O)N1CCc2onc(-c3ccccc3F)c2C1=O
31	CCc1cccc(NC(=O)COC(=O)c2c(-c3ccccc3)noc2C)c1
32	C[C@@H]1CN([C@@H](C)CO)C(=O)CCCn2nncc2CO[C@H]1CN(C)C
33	COc1ccc(CNC(=O)C2CCC(=O)N(C3CCCCCC3)C2)c(OC)c1 (stereo unspecified)
34	N#Cc1ccccc1NC(=O)C1CCCO1 (stereo unspecified)
35	CCN(CC)C(=O)C1=C(C)N(Cc2ccc(F)cc2)C(=O)C(CC(=O)NCCc2ccccn2)C1 (stereo unspecified)
36	C[C@H](CO)N1C[C@H](C)[C@H](CN(C)C(=O)Nc2cccc(F)c2)Oc2cc(C#CC3(O)CCCC3)ccc2S1(=O)=O
37	Cc1cccc(C(=O)NNC(=O)C2CCCCC2)c1O
38	CC(C)CN(C(=O)C1=COCCO1)c1c(N)n(Cc2ccccc2)c(=O)[nH]c1=O
39	Cc1ccc(S(=O)(=O)N2CCCCC2)cc1NC(=O)COC(=O)C1CC1
40	C/C(CC(=O)Nc1ccc(N(C)C)cc1)=N\NC(=O)c1ccccc1Cl
assay / entry | 28 | 29 | 30 | 31 | 32 | 33 | 34 | 35 | 36 | 37 | 38 | 39 | 40
Apoferritin bind | . | . | . | . | . | . | . | . | . | . | . | . | .
POLH inh | -14% | 3.5µM* | -3% | -6% | -12% | -16% | -14% | -7% | -15% | -19% | -20% | -8% | -5%
BLM helicase inh | . | . | . | . | . | . | . | . | . | . | . | . | .
APE1 inh | . | . | . | . | . | . | . | . | . | . | . | . | .
Pol kappa inh | . | . | . | . | . | . | . | . | . | . | . | . | .

41	CCCCN1C(=O)C(CC(=O)NC2CC2)CC(C(=O)N(C(C)C)C(C)C)=C1C (stereo unspecified)
42	C[C@@H]1CN([C@H](C)CO)S(=O)(=O)c2ccc(-c3ccc(C#N)cc3)cc2O[C@H]1CN(C)C(=O)Nc1cc(F)ccc1F
43	O=C(Cc1cccc2ccccc12)NCC(=O)N1CCN(CC(=O)Nc2ccc(F)cc2)CC1
44	c1ccc(COc2ncnc3c2ncn3CCCN2CCN(c3ncccn3)CC2)cc1
45	COc1ccc(C=C2NC(=O)NC2=O)cc1O
46	COc1ccc(NC(=O)CCn2c(=S)[nH]c3ccccc3c2=O)cc1Cl
47	Cc1ccc(Cl)cc1N1C(=O)CC(Sc2ccccc2N)C1=O (stereo unspecified)
48	COc1ccc(-c2c(C#N)cnc(C)c2C)c(O)c1OC
49	CC1OC(=O)c2cc3ccccc3nc21 (stereo unspecified)
50	C[C@@H]1CN([C@@H](C)CO)C(=O)CCCn2nncc2CO[C@H]1CN(C)C(=O)c1ccncc1
assay / entry | 41 | 42 | 43 | 44 | 45 | 46 | 47 | 48 | 49 | 50
Apoferritin bind | . | . | . | . | . | . | . | . | . | .
POLH inh | -18% | -11% | -10% | -20% | 5% | 35µM* | -17% | -10% | -2% | -5%
BLM helicase inh | . | . | . | . | . | . | . | . | . | .
APE1 inh | . | . | . | . | . | . | . | . | . | .
Pol kappa inh | . | . | . | . | . | . | . | . | . | .

51	COC(=O)c1ccc2c(=O)n(CCN3CCOCC3)c(SCC(=O)Nc3ccccc3OC)nc2c1
52	C[C@H]1CN([C@@H](C)CO)S(=O)(=O)c2ccc(Br)cc2O[C@@H]1CN(C)C(=O)Cc1cccnc1
53	Cc1cc(=O)n2c(nc3ccccc32)s1
54	Cc1ccc(C(=O)Nc2ccccc2C(=O)N2CC(C)OC(C)C2)cc1 (stereo unspecified)
55	Cc1noc(C)c1NC(=O)N(C)C[C@H]1OCCCC[C@@H](C)Oc2ccc(NS(=O)(=O)c3ccccc3)cc2C(=O)N([C@H](C)CO)C[C@@H]1C
56	Cc1ccc(CN2CCC[C@]3(N[C@H](c4ccccc4)[C@@H]4C(=O)N(C)C(=O)[C@@H]43)C2=O)cc1
57	C[C@@H]1CN([C@H](C)CO)C(=O)CCCn2nncc2CO[C@@H]1CN(C)S(=O)(=O)c1ccc2c(c1)OCCCO2
58	Cc1ccc(S(=O)(=O)/N=C2\C=C(NS(=O)(=O)c3ccc(C)cc3)C(=O)c3ccccc32)cc1
assay / entry | 51 | 52 | 53 | 54 | 55 | 56 | 57 | 58
Apoferritin bind | . | . | . | . | . | . | . | .
POLH inh | -1% | -6% | -4% | -11% | -8% | -20% | -6% | 79µM*
BLM helicase inh | . | . | . | . | . | . | . | .
APE1 inh | . | . | . | . | . | . | . | .
Pol kappa inh | . | . | . | . | . | . | . | .

Some of the compounds tested; the hit share may differ from the screen's.
